GPR35 arrestin U2OS: inhibition of zaprinast-stimulated GPR35 beta-arrestin translocation – imaging, U2OS, beta-arrestin-GFP, zaprinast agonist, primary screen (AID 2058) | U2OS GPR35 beta-arrestin-GFP translocation imaging, zaprinast antagonism; higher % means a stronger effect | inhibition, % at 10 µM, or IC50 in µM where a hit was titrated | 290,000 compounds, 0.052% hits;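 active means inhibition of at least 50% with at least 30 cells and total cytoplasm GFP at most 10,000,000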
West Nile antiviral: West Nile virus antiviral activity, cell-based, CPE readout (AID 1621). West Nile virus-infected cells, CPE inhibition; higher % means a stronger effect. CPE inhibition, % at 10 µM; hits with a dose series show IC50 in µM. 290,000 compounds, 0.02% hits; in the data active means a potency from the dose series; further: strong numbers were not always called active
T cell HTS: T cell immune modulators affecting CD8 T cell-vesicle binding; 2C CD8+ T cell-vesicle binding, flow cytometry; active compounds read low; calls only at 7 µM; 330,000 compounds, 0.068% hits; AID 2052;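 active means response, share of CD8 T cells binding vesicles, and their 90th percentile fluorescence all below set limits, cut at about 80% in these data, passing the limit was not always enough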
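Material: 2C TCR transgenic mouse naive CD8+ T cells, MACS-purified. Also added: QL9-charged Drosophila Ld/ICAM-1/B7-1 vesicles. Timing: binding 1.5 h at 37 °C. Measured by: high-throughput flow cytometry with anti-B7-1 and anti-CD8 staining. Read-out: percent CD8+ FL2 mean versus row control. Controls: Unloaded micro-vesicles (low), QL9 vesicles with 0.7% DMSO (high).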
GPR55 beta-arrestin: GPR55 agonists via beta-arrestin recruitment, primary screen, imaging, U2OS cells, beta-arrestin-GFP redistribution (AID 1961). U2OS GPR55 beta-arrestin-GFP redistribution imaging; higher % means a stronger effect. 290,000 compounds, 0.048% hits. activation, % at 10 µM, or EC50 in µM where a hit was titrated;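 active means activation above 40% with more than 50 cells counted in the well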;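 further: U2OS osteosarcoma cells stably expressing GPR55 and beta-arrestin-GFP; plate controls were DMSO negative control for no effect and LPI positive control for full effect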
Salmonella PhoP GFP: inhibitors of PhoP regulon expression, primary screen, Salmonella Typhimurium, GFP reporter (AID 1863); S. Typhimurium PhoP-regulated promoter GFP reporter, 4 h; higher % means a stronger effect; 300,000 compounds, 0.16% hits; one-dose inhibition, % at 50 µM; IC50 in µM for titrated hits;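 active means inhibition over 29.93%, a cutoff 3 SD above the screen mean, later confirmed by dose response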;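 further: 0% = low Mg2+ inducing control and 100% = high Mg2+ repressing control; strong numbers were not always called active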
NTR1 agonist: NTR1-driven beta-arrestin-GFP spot formation – imaging, U2OS cells, high content, primary screen (AID 493036); agonist mode; activation, % at 20 µM; 330,000 compounds, 0.17% hits;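 active means activation at or above 40% of the spot to cytoplasm intensity ratio, with at least 20 cells analyzed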;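 further: 0% = DMSO without peptide and 100% = 100 nM NTR1 peptide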
Target sequence (P30989 whole entry, looked up): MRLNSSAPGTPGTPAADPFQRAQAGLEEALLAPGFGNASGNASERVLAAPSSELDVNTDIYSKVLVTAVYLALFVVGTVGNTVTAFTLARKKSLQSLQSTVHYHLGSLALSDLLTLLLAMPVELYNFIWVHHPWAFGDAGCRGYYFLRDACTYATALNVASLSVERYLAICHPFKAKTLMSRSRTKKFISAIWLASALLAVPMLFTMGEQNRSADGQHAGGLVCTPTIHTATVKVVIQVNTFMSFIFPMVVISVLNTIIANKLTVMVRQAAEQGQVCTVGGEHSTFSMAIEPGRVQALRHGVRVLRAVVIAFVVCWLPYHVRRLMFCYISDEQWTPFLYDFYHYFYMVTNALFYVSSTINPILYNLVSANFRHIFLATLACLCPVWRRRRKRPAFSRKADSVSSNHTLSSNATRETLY
KOR beta-arrestin-1: kappa opioid receptor activators – cell-based, luminescence, uHTS, primary screen (AID 1777); KOR beta-arrestin recruitment, luminescence; higher % means a stronger effect; 280,000 compounds, 0.02% hits; one-dose activation, % at 10 µM; EC50 in µM for titrated hits; in the data active means activation above about 50%, passing the limit was not always enough; further: a part of the inactive calls stands beside numbers as strong as those of hits
GPR55 LPI antagonism: GPR55 antagonists blocking LPI-driven arrestin recruitment, primary screen, imaging, U2OS, beta-arrestin-GFP, LPI agonist (AID 2013); U2OS GPR55 beta-arrestin-GFP translocation imaging, LPI antagonism; higher % means a stronger effect; inhibition, % at 10 µM, or IC50 in µM where a hit was titrated; 290,000 compounds, 0.13% hits;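 active means spots per cell inhibited over 60%, with over 100 cells counted and total cytoplasm intensity under 500,000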;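 further: U2OS cells stably carrying GPR55 and arrestin-GFP stimulated by 5 µM LPI near EC80; imaged beta-arrestin-GFP aggregate spots per cell after agonist stimulation; plate controls were LPI-stimulated DMSO wells for no effect and DMSO wells without LPI for full effect; some results filed as inactive read as strong as hits; confirmed hits need IC50 under 10 µM and bright autofluorescent wells are also inconclusive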
KOR beta-arrestin-2: kappa opioid receptor blockers – cell-based, luminescence, uHTS (AID 1778); KOR beta-arrestin recruitment, luminescence, antagonist mode; higher % means a stronger effect; inhibition, % at 10 µM, or IC50 in µM where a hit was titrated; 290,000 compounds, 0.091% hits; in the data active means inhibition above about 50%; further: strong numbers were not always called active
T cell HTS vesicle-bound %: second read-out of T cell HTS, no call of its own (marks repeat the call); double positive events, %; measured here: CD8+ vesicle-bound cell fraction;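 binding gate set so that unloaded-vesicle control wells show 10% double positive cells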
NTR1 agonist cell count 20 µM: recorded beside NTR1 agonist, whose call it bears; cell count; measured here: cell count, cytotoxicity flag
Numbers without * were called inactive; i = inactive; . = not tested or not shown; [ ] = dose if it differs, or a comment.

A first look (5 entries):
SMILES | GPR35 arrestin U2OS | West Nile antiviral | T cell HTS | T cell HTS vesicle-bound % | GPR55 beta-arrestin | Salmonella PhoP GFP | NTR1 agonist | NTR1 agonist cell count 20 µM | KOR beta-arrestin-1 | GPR55 LPI antagonism | KOR beta-arrestin-2
CC(=O)Nc1ccc(S(=O)(=O)NC(CC(=O)NCCC2=CCCCC2)C(C)C)cc1 (stereo unspecified) | 4% | 0.3% | i | 34 | -0.2% | 6% | 0.6 | 42 | -2.7% | 0% | -4%
NC(=O)CCC(NC(=S)Nc1ccccc1)C(=O)O (stereo unspecified) | -2% | 1.2% | i | 55 | -0.2% | -6% | 1.1 | 68 | 0.0% | 1% | 19%
CSCCOC(=O)C1=C(C)NC(=O)NC1c1ccc2c(c1)OCO2 (stereo unspecified) | 1% | -0.8% | i | 53 | -0.1% | -4% | 0.7 | 59 | 8.5% | -4% | -53%[20 µM]
CCOC(=O)Cc1nnc(NC(=O)CSc2ccc(Cl)cc2)s1 | 11% | -0.2% | i | 60 | -0.1% | 5% | 2.9 | 75 | -2.2% | 11% | 10%
C[C@@H](C(=O)N1CCN(C(=O)OC(C)(C)C)CC1)n1cc(CCC(=O)O)nn1 | 8% | 0.3% | i | 32 | -0.1% | 5% | 0.6 | 49 | -3.2% | -2% | 0%

Results, repeating the preview:
SMILES | GPR35 arrestin U2OS | West Nile antiviral | T cell HTS | T cell HTS vesicle-bound % | GPR55 beta-arrestin | Salmonella PhoP GFP | NTR1 agonist | NTR1 agonist cell count 20 µM | KOR beta-arrestin-1 | GPR55 LPI antagonism | KOR beta-arrestin-2
CC(=O)Nc1ccc(S(=O)(=O)NC(CC(=O)NCCC2=CCCCC2)C(C)C)cc1 (stereo unspecified) | 4% | 0.3% | i | 34 | -0.2% | 6% | 0.6 | 42 | -2.7% | 0% | -4%
NC(=O)CCC(NC(=S)Nc1ccccc1)C(=O)O (stereo unspecified) | -2% | 1.2% | i | 55 | -0.2% | -6% | 1.1 | 68 | 0.0% | 1% | 19%
CSCCOC(=O)C1=C(C)NC(=O)NC1c1ccc2c(c1)OCO2 (stereo unspecified) | 1% | -0.8% | i | 53 | -0.1% | -4% | 0.7 | 59 | 8.5% | -4% | -53%[20 µM]
CCOC(=O)Cc1nnc(NC(=O)CSc2ccc(Cl)cc2)s1 | 11% | -0.2% | i | 60 | -0.1% | 5% | 2.9 | 75 | -2.2% | 11% | 10%
C[C@@H](C(=O)N1CCN(C(=O)OC(C)(C)C)CC1)n1cc(CCC(=O)O)nn1 | 8% | 0.3% | i | 32 | -0.1% | 5% | 0.6 | 49 | -3.2% | -2% | 0%
CSc1ccccc1C(=O)N1CCN(c2cccc(Cl)c2)CC1 | -1% | -1.0% | i | 45 | 0.2% | 1% | 2.1 | 55 | -4.9% | -5% | 5%
CC(C)[C@H](NC(=O)c1ccccc1Cl)C(=O)NC1CCCCCC1 | 16% | -0.9% | i | 41 | 0.1% | -4% | 0.2 | 48 | -6.0% | 2% | 16%
COC(=O)c1c(NC(=O)CC2SC(N)=NC2=O)sc(C)c1C (stereo unspecified) | 3% | -0.3% | i | 60 | 0.0% | 5% | -0.6 | 97 | -11% | -5% | -71%[20 µM]
C=CCNc1oc(Cc2cccc3ccccc23)nc1C#N | 6% | -0.6% | i | 34 | -0.1% | 9% | -0.5 | 72 | -0.3% | 0% | 17%
O=C(COC(=O)c1ccc(O)cc1O)Nc1ccc(Cl)cn1 | 3% | 0.5% | i | 40 | -0.1% | 2% | -0.8 | 59 | -2.8% | 11% | -4%
CCN1CCc2c(OCc3ccccc3)cccc2C1=O | -7% | -0.5% | i | 40 | -0.6% | 0% | -0.4 | 51 | -0.7% | -8% | -19%
Cc1ccc(-n2c(SCC(=O)NCc3ccco3)nnc2-c2cccnc2)c(C)c1 | . | -0.2% | i | 56 | . | -8% | -1.2 | 66 | . | . | .
Cn1nc(C(=O)NCCOc2ccccc2)c2ccccc2c1=O | -11% | -0.5% | i | 38 | -0.3% | -1% | 0.0 | 65 | -1.2% | 9% | -13%
O=c1/c(=C\c2ccc3c(c2)OCO3)sc2n1CCCN=2 | 6% | -0.5% | i | 38 | 0.2% | -5% | 0.2 | 67 | -2.2% | -7% | 31%
CC1CCCC(C)N1C(=O)CNCc1ccc2c(c1)OCO2 (stereo unspecified) | 3% | -0.3% | i | 59 | 0.8% | 5% | 0.7 | 65 | 3.6% | 9% | -25%[20 µM]
Cc1ccc(S(=O)(=O)C2(C(=O)NC3CCCCC3)CC2)cc1 | 13% | 0.0% | i | 3 | -0.2% | 1% | -0.3 | 52 | 4.9% | -2% | -6%
CCOC(=O)CSc1nnc(SCCN2C(=O)c3ccccc3C2=O)s1 | -11% | . | i | 39 | 0.7% | -2% | 1.0 | 75 | -5.8% | -6% | 6%
Cc1ccc(NS(=O)(=O)c2ccccc2)c2c1CC(C)(C)O2 | 8% | -1.0% | i | 56 | 0.0% | 32% | -0.1 | 56 | -0.4% | -9% | -37%
Cc1ccsc1/C=N/NC(=O)CNC(=O)c1cccc([N+](=O)[O-])c1C | 8% | 0.1% | i | 44 | 0.2% | -2% | 3.0 | 38 | -6.0% | -4% | 9%
Nc1ccc(Oc2ccc(Cl)cc2)cc1 | 0% | 2.7% | i | 7 | 0.2% | -1% | 1.8 | 66 | -8.1% | 7% | 7%
CCOC(=O)c1c(C=O)c(C)n(Cc2ccc(C)cc2)c1C | 13% | -1.5% | i | 19 | -0.1% | -2% | 5.8 | 81 | -5.0% | 12% | -1%
CCc1ccc(C2NC(=O)c3ccccc3O2)cc1 (stereo unspecified) | -11% | -0.4% | i | 44 | -0.1% | 4% | 0.2 | 54 | -3.4% | -7% | 10%
CCC(C)n1ncn(-c2ccc(N3CCN(c4ccc(OC)cc4)CC3)cc2)c1=O (stereo unspecified) | -5% | -0.4% | i | 41 | 0.4% | 11% | 0.2 | 68 | 4.3% | -22% | -34%
COc1ccc(-c2ccc(CCC(=O)O)n2CC2CCCO2)cc1 (stereo unspecified) | -2% | 0.4% | i | 38 | -0.3% | 8% | 2.7 | 56 | 1.2% | 0% | -19%
CCOc1ccccc1/C=N/NC(=O)c1cccc(Cl)c1 | 8% | 1.3% | i | 40 | -0.3% | -12% | 0.4 | 59 | 0.2% | 6% | -4%
(continued)
SMILES | GPR35 arrestin U2OS | West Nile antiviral | T cell HTS | T cell HTS vesicle-bound % | GPR55 beta-arrestin | Salmonella PhoP GFP | NTR1 agonist | NTR1 agonist cell count 20 µM | KOR beta-arrestin-1 | GPR55 LPI antagonism | KOR beta-arrestin-2
COc1ccc(C2CC(c3ccccc3)=NN2C(=O)COC(=O)c2cccnc2)cc1 (stereo unspecified) | 6% | -0.6% | i | 10 | 0.6% | 38% | 0.5 | 73 | -0.1% | -6% | -8%
CCCOc1ccc(C(O)CCNC(CC(=O)O)c2ccccc2)cc1 (stereo unspecified) | -10% | 0.7% | i | 44 | -0.3% | -10% | -0.4 | 48 | 5.0% | -11% | -12%
Cc1ccc(Cn2c(Sc3ncccn3)nc3c2c(=O)[nH]c(=O)n3C)cc1 | -12% | 0.7% | i | 31 | -0.1% | 3% | -1.3 | 68 | 1.0% | 2% | 24%
OCCN(CC(O)Cn1ccc2ccccc21)CC(O)Cn1ccc2ccccc21 (stereo unspecified) | 5% | . | i | 35 | 0.2% | -6% | -0.5 | 84 | 18% | 3% | 14%
Cc1ccccc1NC(=O)C(Cl)=C(Cl)Cl | -3% | 2.4% | i | 34 | 0.2% | 5% | 2.8 | 90 | -0.3% | 3% | -27%[20 µM]
CN(c1ccccc1)c1nc(N)c([N+](=O)[O-])c(N2CCOCC2)n1 | 2% | 0.2% | i | 31 | -0.2% | -8% | 0.9 | 50 | -0.2% | 7% | 6%
O=C(NCC(=O)N(Cc1cccs1)C(C(=O)NC1CCCC1)c1cccnc1)c1ccco1 (stereo unspecified) | 17% | -0.3% | i | 61 | -0.4% | 4% | 0.6 | 58 | 2.8% | -8% | -21%
O=C(CNC(=O)c1cccc(OC(F)F)c1)Nc1ccc(Cl)cc1 | -2% | 0.0% | i | 46 | -0.1% | -6% | -0.6 | 83 | 4.7% | 5% | -4%
CCNC(=S)N/N=C/c1c(C)nn(-c2cccc(Cl)c2)c1Cl | -13% | -1.1% | i | 46 | 0.1% | -20% | 18 | 40 | 1.0% | 4% | -76%
CC(=O)Nc1cccc(-n2nnc(SCC(=O)Nc3ccccc3)n2)c1 | 16% | -0.3% | i | 42 | 0.7% | -14% | 0.3 | 56 | . | 2% | -10%
Cn1c(=O)c2c(=O)cc(N)[nH]c2n(C)c1=O | 0% | -0.2% | i | 31 | -0.2% | -2% | -0.7 | 47 | -2.0% | -9% | 17%
CC(=O)Nc1ccc(OCc2nnc(-c3ccccc3)o2)cc1 | 14% | -1.3% | i | 36 | -0.1% | 8% | 0.1 | 59 | -5.5% | 2% | -6%[20 µM]
CC1(C)CC2(CCO1)OC(=O)CC2C(=O)NCc1ccccc1 (stereo unspecified) | -1% | -0.2% | i | 23 | 0.3% | -2% | 0.1 | 83 | -4.4% | -1% | -1%
COc1ccc(OCC(=O)N2CCCC2=O)c([N+](=O)[O-])c1 | 10% | 1.1% | i | 42 | -0.2% | -5% | 0.6 | 68 | 2.5% | -5% | -11%
CCc1cc(CNC(=O)CC2C(=O)NCCN2Cc2cccc(OC)c2)on1 (stereo unspecified) | -4% | 0.0% | i | 42 | 0.1% | 4% | -1.3 | 79 | -8.1% | -2% | 6%
Cc1ccc(NC(=O)CCNC(=O)c2ccco2)cc1 | -1% | -0.5% | i | 53 | 0.2% | 11% | -1.0 | 42 | -3.6% | 5% | -45%
O=C(N1CCCCC1)C1(S(=O)(=O)c2ccccc2)CC=CC1 | -2% | -0.3% | i | 20 | 0.2% | -3% | 0.8 | 67 | -2.5% | -5% | -22%[20 µM]
O=C(Cn1cnc2c(oc3ccccc32)c1=O)c1ccccc1 | -1% | -0.8% | i | 36 | 0.0% | -1% | -0.9 | 79 | -3.8% | 4% | 12%
Cc1nn(CC(=O)Nc2ccc(Cl)cc2)c(=O)c2cc(-c3ccccc3)nn12 | 6% | 0.5% | i | 10 | 0.0% | -5% | 0.1 | 56 | 3.0% | 22% | -11%
O=C(Nc1ccccc1N1CCN(C(=O)c2ccc(Cl)cc2)CC1)c1cccc([N+](=O)[O-])c1 | -9% | -1.4% | i | 31 | 0.2% | 5% | 4.0 | 55 | 6.3% | -8% | -24%
O=C(Cn1c(=O)n(-c2ccc(F)cc2)c(=O)c2sccc21)c1ccccc1 | -4% | -0.8% | i | 52 | -0.2% | -7% | -1.6 | 53 | -4.2% | 19% | 7%
